Source: PubChem (several laboratories)
m5-HT2A agonist: mouse Htr2a agonists via beta-arrestin recruitment, primary screen, cell-based, luminescence; activation, % at 7.6 µM; 360,000 compounds, 0.66% hits; 5-hydroxytryptamine receptor 2A (Mus musculus), P35363; CHO-K1 mHTR2A beta-arrestin complementation; percent of 30 µM serotonin response;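 active = activation above a run cutoff, the mean activation of all tested compounds plus 3 SD, cut at about 14% in these data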;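 also: 0% = plate median of compound wells and 100% = 30 µM serotonin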
NOD2-RIPK2 inh: NOD2-RIPK2 binding disruptors in cells, primary screen, fluorescence, CHO cells, BLA complementation | Receptor-interacting serine/threonine-protein kinase 2 (Homo sapiens), O43353 | CCF4 ratio | inhibition, % at 4.98 µM | 360,000 compounds, 0.38% hits | AID 624267, 2012; in the data active = inhibition above about 21%;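 also: 0% = vehicle only and 100% = reference blocker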
Target sequence (O43353 whole entry, looked up): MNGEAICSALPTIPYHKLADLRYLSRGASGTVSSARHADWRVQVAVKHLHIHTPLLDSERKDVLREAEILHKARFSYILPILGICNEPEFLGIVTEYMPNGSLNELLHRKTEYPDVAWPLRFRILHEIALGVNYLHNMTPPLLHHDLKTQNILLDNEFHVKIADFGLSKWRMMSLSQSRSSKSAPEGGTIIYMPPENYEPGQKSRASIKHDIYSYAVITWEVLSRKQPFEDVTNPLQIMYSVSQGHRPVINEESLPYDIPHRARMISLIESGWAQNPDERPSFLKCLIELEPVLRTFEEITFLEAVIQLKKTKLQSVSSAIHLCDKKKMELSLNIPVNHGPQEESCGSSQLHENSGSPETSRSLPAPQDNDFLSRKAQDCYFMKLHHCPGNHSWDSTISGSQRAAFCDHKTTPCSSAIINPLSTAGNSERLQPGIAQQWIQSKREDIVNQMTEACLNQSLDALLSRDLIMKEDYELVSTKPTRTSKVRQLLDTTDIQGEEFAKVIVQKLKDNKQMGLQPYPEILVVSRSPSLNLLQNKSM
MC4R barr agon: MC4R agonists recruiting beta-arrestin, primary screen, cell-based, luminescence, agonist arm of biased-ligand search; U2OS MC4R beta-arrestin complementation; percent of melanotan II response, DMSO zero; 360,000 compounds, 0.98% hits; activation, % at 8.9 µM; AID 540308, 2011; Melanocortin receptor 4 (Homo sapiens), P32245;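 active = activation above a per-plate cutoff, the mean activation of sample wells on that plate plus 3 SD, cut at about 8% in these data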
Target sequence (P32245 whole entry, looked up): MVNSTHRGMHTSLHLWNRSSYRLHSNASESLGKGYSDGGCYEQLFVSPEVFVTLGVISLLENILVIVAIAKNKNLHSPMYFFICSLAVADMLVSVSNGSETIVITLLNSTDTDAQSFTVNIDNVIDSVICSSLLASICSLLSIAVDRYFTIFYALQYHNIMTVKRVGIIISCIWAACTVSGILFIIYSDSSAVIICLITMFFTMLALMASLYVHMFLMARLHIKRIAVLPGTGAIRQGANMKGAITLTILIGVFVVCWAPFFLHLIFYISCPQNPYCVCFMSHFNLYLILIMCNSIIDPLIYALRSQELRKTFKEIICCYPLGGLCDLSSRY
Cardio protect: cardioprotection against H2O2-induced cell death, primary screen, uHTS, H9c2 cells, ATPLite luminescence. H9c2 cardiomyocytes, H2O2 injury protection, 2 h. protection from H2O2 cell death, % at 20 µM. 360,000 compounds, 0.63% hits;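 active = compounds giving at least 50% protection of heart cells from peroxide-induced death in the single-dose screen, raw or plate-pattern-corrected value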;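 also: 0% = DMSO wells with peroxide and 100% = DMSO wells without peroxide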
MC4R antagonist: MC4R antagonists of cAMP signaling, primary screen, cell-based, TR-FRET, antagonist arm of biased-ligand search. 360,000 compounds, 0.48% hits. inhibition, % at 6.5 µM. MC4R-expressing cells, MTII-stimulated cAMP, LANCE TR-FRET;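 active = inhibition above its plate's cutoff, the mean of tested wells on that plate plus 3 SD, cut at about 29% in these data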;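 also: 0% = Melanotan II alone and 100% = Melanotan II plus saturating MCL0020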
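System: U2OS cells stably expressing human melanocortin 4 receptor (MC4R). Reagent: Melanotan II challenge after compound preincubation. Doses: 6.5 µM. Times: 30-min compound, 1-h challenge, 1-h detection, room temperature. Measured by: TR-FRET with Eu-cAMP and labeled anti-cAMP, 671 nm. Replicates: singlicate.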
ABHD5 PLIN5 PPI: ABHD5-PLIN5 interaction inhibitors, primary screen, cell lysate, split luciferase complementation, luminescence; Perilipin-5 (Homo sapiens) + 1-acylglycerol-3-phosphate O-acyltransferase ABHD5 (Homo …; Split G. princeps luciferase complementation, 4 h; inhibition, % at 4 µM; 360,000 compounds, 0.78% hits; AID 602281, 2012;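 active = inhibition above the mean inhibition across every tested compound plus 3 SD, cut at about 22% in these data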;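 also: 0% = DMSO only wells and the 100% control is not disclosed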
Glyco luc inh: increase of ERlucT glycosylation luciferase signal, primary screen, N-linked glycosylation inhibitor project, D54 ERlucT cells, luminescence, set 2; 360,000 compounds, 0.23% hits; AID 588692, 2011; D54 ERlucT glycosylation luciferase reporter, 24 h; percent of 100 nM tunicamycin response; reporter increase, % at 12.5 µM;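 active = mean luciferase reporter signal, scaled so untreated is 0 and the glycosylation-blocking control 100, at or above a set limit in every replicate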;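 also: luciferase carries N-glycosylation sites so blocking glycosylation raises the light; 0% = median of neutral control wells and 100% = median of 100 nM tunicamycin wells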
TLR9-MyD88 inh: inhibitors of TLR9-MyD88 association in cells, primary screen, cell-based, CHO, BLA complementation, fluorescence; Toll-like receptor 9 (Homo sapiens) + Myeloid differentiation primary response protein …; CCF4 FRET ratio; inhibition, % at 4.98 µM; 340,000 compounds, 0.21% hits; AID 504734, 2011;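 active = inhibition above the mean over all tested compounds plus 3 SD, cut at about 21% in these data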;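 also: 0% = DMSO only wells and 100% = clavulanate BLA inhibitor control wells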
ABCB6 inh 2: ABCB6 transporter inhibitors, primary screen, K562-ABCB6 cells, flow cytometry, MLPCN library | ATP-binding cassette sub-family B member 6 (Homo sapiens), Q9NP58 | K562-ABCB6 porphyrin accumulation, 1 h; hits give low values | fluorescence ratio to DMSO, % at 10 µM | 360,000 compounds, 0.19% hits;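 active = fluorescence ratio to DMSO below 75%, the collection mean minus 3 SD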;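 also: signal is porphyrin accumulated inside mitochondria; 100% equals median channel fluorescence of DMSO control wells; lower ratio means ABCB6 inhibition with less porphyrin fluorescence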
SRC2 inh: inhibition of GAL4-SRC2 driven luciferase reporter, primary screen, SRC2 inhibitor project, cell-based, luminescence; 370,000 compounds, 0.17% hits; inhibition, % at 9 µM; HEK293 GAL4-SRC2 luciferase reporter;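 active = inhibition above the mean inhibition of all tested compounds plus 3 SD, set per campaign, cut at about 52% in these data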;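 also: 0% = DMSO treated cells and 100% = cells given Gossypol at 36 µM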
An asterisk follows results filed as active; · = not tested or not shown. These rows are one share of the data; count on the stated rates, not on these rows.

SMILES | m5-HT2A agonist | NOD2-RIPK2 inh | MC4R barr agon | Cardio protect | MC4R antagonist | ABHD5 PLIN5 PPI | Glyco luc inh | TLR9-MyD88 inh | ABCB6 inh 2 | SRC2 inh
COc1ccc(CCNC(=O)COC(=O)c2ccc(N3CCCC3=O)cc2)cc1 | 2 | -16 | -0.9 | 5 | 1 | 1 | 2 | 3 | 103 | -20
Cc1cc(C)c(S(C)(=O)=O)c(Oc2cccc(C(F)(F)F)c2)n1 | -5 | 1 | 1.6 | 2 | -12 | 11 | 0 | 11 | 97 | -5
O=[N+]([O-])c1ccc(C(O)CN2CCOCC2)cc1 (configuration not stated) | -6 | -8 | -1.7 | 2 | -6 | 8 | 4 | -5 | 96 | 1
O=C(Nc1ccc(N2CCN(C(=O)c3ccccc3)CC2)c(Cl)c1)c1ccc(Br)o1 | 10 | -8 | 1.9 | 5 | 1 | -8 | -8 | -12 | 95 | -14
C[C@H](CO)N1C[C@H](C)[C@@H](CN(C)S(C)(=O)=O)Oc2ccc(NS(=O)(=O)c3ccccc3)cc2C1=O | -1 | 2 | -2.7 | 10 | -2 | -6 | 2 | 3 | 97 | -10
O=c1c2ccccc2c(C=NCCc2ccccc2)c(O)n1Cc1ccccc1 | -5 | -1 | 0.1 | -2 | 2 | -10 | 0 | 1 | 96 | -6
COc1ccc(CC(C)CC(=O)NCCc2ccc(OC)c(OC)c2)cc1 (configuration not stated) | 5 | -11 | -1.0 | -6 | 8 | -4 | -2 | -14 | 94 | 18
CCCN(CCC)CCCNC(=O)c1cn(CC)c2ccc(S(=O)(=O)N3CCOCC3)cc2c1=O | 4 | -4 | -1.1 | 0 | -4 | 8 | 1 | 3 | 104 | -16
COc1ccccc1C1CC(=O)Oc2ccc(C(C)(C)C)cc21 (configuration not stated) | 0 | -8 | 2.1 | -11 | 14 | 2 | 0 | 0 | 100 | -33
O=C(Cn1nc([N+](=O)[O-])nc1Br)NC1CCCCC1 | -1 | -10 | -1.9 | -7 | 3 | 2 | 2 | -3 | 101 | 5
Clc1cccc(CSc2ccc(-c3ccco3)nn2)c1 | -3 | 8 | -2.4 | -5 | 14 | 0 | -1 | 2 | 96 | -34
O=C(Cn1cncn1)N/N=C/c1ccccc1Cl | -1 | -4 | 0.1 | 2 | 3 | 0 | 1 | 2 | 93 | 6
CC1(C)CC2CC(C)(CN2S(=O)(=O)c2ccc(F)cc2F)C1 (configuration not stated) | 5 | -15 | -2.6 | -8 | 0 | -13 | -3 | -2 | 90 | 27
Cc1ccc2nc(-c3ccco3)c(Cc3cccc(Cl)c3)n2c1 | -5 | 1 | · | -8 | · | 32* | 2 | · | 96 | -45
CCOc1cccc2sc(=NC(=O)c3ccc(S(=O)(=O)N4CCOCC4)cc3)n(C)c12 | 0 | 3 | -0.3 | -1 | 4 | -2 | -1 | -3 | 105 | 5
C=CCNC(=O)C1=NN(c2c(F)c(F)cc(F)c2F)C(=O)CC1 | 2 | 2 | -0.2 | 4 | 14 | -1 | 1 | -5 | 103 | 2
COc1ccc2c(CC(=O)N[C@@H](Cc3c[nH]c4ccccc34)C(=O)O)cc(=O)oc2c1 | -3 | 0 | 0.0 | -4 | 2 | -5 | 2 | -10 | 105 | -6
CCN1CCN(CC(=O)Nc2ccc(C(C)=O)cc2)CC1 | 5 | 0 | 1.4 | -2 | -1 | -7 | 2 | -5 | 97 | -9
O=C(O)c1ccc(-n2cc(-c3cc4ccccc4oc3=O)[nH]c2=S)cc1 | 1 | 0 | -2.1 | -4 | -2 | -6 | -9 | -6 | 98 | -10
Cc1noc(C)c1C(=O)Nc1nc(-c2ccc(F)c(F)c2)cs1 | -5 | 0 | -0.8 | 1 | 11 | -2 | -1 | -6 | 100 | 12
COCOCCn1cc(CN2CCS(=O)(=O)N(Cc3ccc(-c4ccc(C)cc4)cc3)C(C(C)C)C2=O)nn1 (configuration not stated) | -5 | 0 | 2.7 | -6 | 1 | 8 | -1 | -3 | 98 | -25
Cc1onc(-c2ccc(Cl)cc2)c1-c1ccnc(SCC(=O)Nc2cc(Cl)cc(Cl)c2)n1 | -3 | 2 | 2.4 | -4 | 0 | 2 | 0 | -33 | 102 | 1
CCOC(=O)Cn1nc(-c2ccccc2)c2cnc3ccc(C)cc3c21 | -4 | -3 | 3.9 | 7 | 14 | -14 | -5 | 8 | 97 | 4
COc1ccc(/C=N/NC(=O)c2nc(-c3ccccc3)cc(-c3ccccc3)n2)cc1OC | -3 | -7 | 19* | 29 | 11 | 1 | 8 | 6 | 99 | 4
COc1ccc2c(c1)c1nc3ccccc3nc1n2CCCN1C(=O)c2ccccc2C1=O | -2 | -6 | -2.0 | -2 | -2 | -5 | -3 | -4 | 95 | -10
C[C@H]1CN([C@@H](C)CO)C(=O)Cc2cc(NC(=O)CCN3CCOCC3)ccc2O[C@@H]1CN(C)Cc1ccc(Oc2ccccc2)cc1 | -7 | -11 | -1.5 | 4 | 4 | 4 | 1 | -1 | 98 | 1
CCS(=O)(=O)Nc1cc2c3c(c1)CCC(=O)N3CCC2 | -1 | -10 | 0.2 | 2 | 0 | -2 | 2 | 3 | 91 | 2
O=C(C[n+]1ccccc1)Nc1ccccc1 | 4 | 0 | 0.9 | 1 | -3 | 4 | 1 | · | 105 | -16
CC1CCCCC1Nc1nc2ccc(Cl)cc2n2cnnc12 (configuration not stated) | 8 | -11 | 1.8 | 7 | 14 | -3 | -2 | 5 | 85 | -22
Cc1ccc(C(=O)N2CCSCC2)cc1 | -4 | -11 | -0.8 | 2 | 0 | -3 | 0 | -4 | 93 | -12
COCCn1cnc2c1c(=O)n(CC#N)c(=O)n2Cc1ccccc1 | 1 | 2 | 1.1 | 15 | 6 | -5 | 0 | -5 | 111 | -26
O=C(Nc1ccc(Cl)cc1)C1C2CCC3C(CCC21)C3(Cl)Cl (configuration not stated) | -2 | 15 | 7.6 | -8 | 4 | -12 | -7 | -5 | 96 | -13
CCCn1c(SCC(=O)Nc2cc(S(=O)(=O)N(C)C)ccc2OC)n[nH]c1=O | 2 | -8 | 0.6 | -1 | 19 | 1 | 0 | -18 | 94 | -17
NC(=O)c1cnn(-c2cc(Oc3ccccc3)ncn2)c1N | 5 | -1 | 0.1 | -8 | 8 | 10 | -1 | -12 | 100 | -40
O=C(CC1CCCCC1)NCc1ccc(Cl)cc1 | -4 | -1 | -0.5 | 5 | 1 | 5 | -1 | -13 | 96 | -19
CC1CC1C(=O)OCC(=O)NCc1ccc(Cl)cc1Cl (configuration not stated) | 4 | -7 | -2.3 | -4 | 4 | 4 | -1 | -3 | 104 | 0
Cc1nc(-c2ccc(F)cc2)c(CC(=O)N(C)CC(=O)Nc2ccc(Cl)c(C(F)(F)F)c2)s1 | -16 | 2 | 0.8 | -11 | 5 | -7 | 5 | 0 | 100 | 18
c1ccc(N2CCN(c3ncnc4scc(-c5cccs5)c34)CC2)cc1 | 2 | 1 | 1.5 | -17 | 10 | 13 | -9 | 0 | 100 | 18
Cc1ccccc1OCCCC(=O)Nc1nccs1 | 5 | -5 | -0.5 | -6 | 5 | -6 | 1 | -3 | 101 | -5
CCN(Cc1ccccc1)c1ccc(/C=N/N2CCOCC2)cc1 | -6 | 2 | 0.1 | -5 | -12 | -24 | -1 | 4 | 98 | -33

2 records picked at random from those above:
SMILES | m5-HT2A agonist | NOD2-RIPK2 inh | MC4R barr agon | Cardio protect | MC4R antagonist | ABHD5 PLIN5 PPI | Glyco luc inh | TLR9-MyD88 inh | ABCB6 inh 2 | SRC2 inh
NC(=O)c1cnn(-c2cc(Oc3ccccc3)ncn2)c1N | 5 | -1 | 0.1 | -8 | 8 | 10 | -1 | -12 | 100 | -40
CC1CC1C(=O)OCC(=O)NCc1ccc(Cl)cc1Cl (configuration not stated) | 4 | -7 | -2.3 | -4 | 4 | 4 | -1 | -3 | 104 | 0

(next part)
SMILES | m5-HT2A agonist | NOD2-RIPK2 inh | MC4R barr agon | Cardio protect | MC4R antagonist | ABHD5 PLIN5 PPI | Glyco luc inh | TLR9-MyD88 inh | ABCB6 inh 2 | SRC2 inh
CCOC(=O)c1cn(-c2ccccc2CO)c2c(F)c(F)c(F)cc2c1=O | 2 | -12 | 0.0 | 1 | 11 | 2 | -1 | -8 | 98 | -2
O=C(O)c1cccc2[nH]c(C(F)(F)F)nc12 | -3 | 5 | -0.3 | 0 | -1 | -4 | -2 | -18 | 103 | -7
COC(=O)C(CCCCNC(=O)OCc1ccccc1)NC(=O)CN (configuration not stated) | -4 | -1 | -1.3 | -1 | -2 | 1 | 0 | 2 | 101 | 13
O=C(CCCC(=O)Nc1cccnc1)Nc1cccnc1 | -2 | -3 | -2.5 | 4 | 11 | -3 | 2 | 0 | 107 | -10
Cn1nnnc1SCC(=O)Nc1ccccc1C(=O)NCc1ccccc1 | 1 | -5 | -2.4 | -1 | 2 | -1 | 1 | 0 | 97 | 13
CC[n+]1c(C)n(-c2ccccc2)c2ccc(C(=O)OC)cc21 | -4 | -5 | -0.3 | -2 | -3 | -1 | 4 | 1 | 100 | -12
COc1cc(C)ccc1OCC(=O)OCC(=O)c1ccc[nH]1 | 0 | -4 | -0.7 | 6 | 7 | 1 | -1 | 6 | 95 | 19
CC(=O)N1N=C(c2ccc(NS(C)(=O)=O)cc2)CC1c1ccc2nccnc2c1 (configuration not stated) | 2 | -10 | 1.6 | -7 | 9 | 2 | 0 | -2 | 103 | 12
COc1ccc(CN2CCNC(=O)C2CC(=O)N(C)CCc2cnn(C)c2)c(F)c1 (configuration not stated) | 7 | -4 | 2.7 | 3 | 15 | 0 | 1 | 6 | 105 | -19
C/C(=N\NC(=O)C1CC1)c1ccc(OC(F)F)cc1 | -4 | -1 | 0.1 | -2 | -2 | 2 | 0 | -3 | 94 | 7
Cc1ccc(NC(=O)C2CCN(C(=O)NC3CCCCC3)CC2)c(C)c1 | 3 | -2 | -1.7 | -4 | 3 | 2 | 1 | 2 | 91 | -6
COc1cc(CNn2cn[nH]c2=S)ccc1OCC(=O)NC(C)(C)C | 12 | 9 | 1.6 | 0 | 19 | 0 | 0 | -10 | 105 | -3
COc1ccc(Nc2ncccc2C(=O)Nc2ccccc2)cc1 | -2 | -3 | 0.2 | -10 | -6 | 3 | 0 | 4 | 102 | -9
